UBC13 polyUb: inhibitors of human UBC13 polyubiquitin chain formation; P61088; TR-FRET; inhibition, % at 20 µM; 330,000 compounds, 0.47% hits; in the data active = inhibition above about 45%, passing the limit was not always enough
Target sequence (P61088 whole entry, looked up): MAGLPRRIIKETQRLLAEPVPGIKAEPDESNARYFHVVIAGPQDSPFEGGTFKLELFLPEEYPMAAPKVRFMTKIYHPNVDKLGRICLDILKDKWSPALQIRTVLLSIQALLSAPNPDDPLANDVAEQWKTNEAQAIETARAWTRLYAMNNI
697 NFkB inh: lowers PMA/ionomycin-induced NF-kB signal in 697 B cells | 697 B-cell NF-kB luciferase reporter, 16 h | inhibition, % at 4 µM | 330,000 compounds, 0.33% hits | AID 435022; in the data active = inhibition above about 35%
CCR6 antagonist: CCR6 (human) receptor antagonism | P51684 | CHO-K1 CCR6 PathHunter beta-arrestin, luminescence, CCL20-stimulated | inhibition, % at 20 µM | 340,000 compounds, 0.49% hits | AID 493098;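 active = compounds whose inhibition of the agonist-driven luminescence signal at 20 µM reaches about 50%, limit read from the data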;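 note: cells stimulated with CCL20 at 14 nM final; plate controls were DMSO with CCL20 for no effect and DMSO without agonist for full effect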
Target sequence (P51684 whole entry, looked up): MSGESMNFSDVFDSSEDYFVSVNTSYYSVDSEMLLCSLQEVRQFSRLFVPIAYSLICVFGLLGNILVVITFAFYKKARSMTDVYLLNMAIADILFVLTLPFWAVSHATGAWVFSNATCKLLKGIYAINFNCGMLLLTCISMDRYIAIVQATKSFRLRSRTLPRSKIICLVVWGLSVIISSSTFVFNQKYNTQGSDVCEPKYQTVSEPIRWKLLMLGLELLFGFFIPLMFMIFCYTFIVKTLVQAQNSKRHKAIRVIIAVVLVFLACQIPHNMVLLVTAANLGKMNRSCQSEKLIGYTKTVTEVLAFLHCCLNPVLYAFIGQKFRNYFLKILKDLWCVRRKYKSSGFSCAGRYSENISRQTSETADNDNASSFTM
EBI2 antag: blocks human EBI2 receptor beta-arrestin signaling; P32249; EBI2 beta-arrestin recruitment, luminescence, 7a,25-OHC stimulated; inhibition, % at 5 µM; 360,000 compounds, 0.81% hits; AID 651636; in the data active = inhibition above about 38%;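 note: enzyme fragment complementation signal reports receptor beta-arrestin coupling in cells; 0% = agonist plus DMSO wells and 100% = wells without agonist; some results beyond the cut were filed as inactive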
CXCR6 inh: CXCR6 (human) receptor inhibition; 360,000 compounds, 0.36% hits; inhibition, % at 20 µM; CHO-K1 PathHunter CXCR6 beta-arrestin, luminescence; in the data active = inhibition above about 34%, passing the limit was not always enough;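 note: antagonist mode with CXCL16 agonist at 10 nM final; 0% = 10 nM CXCL16 with DMSO and 100% = unstimulated wells without agonist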
Jurkat NFkB inh: lowers PMA/ionomycin-induced NF-kB signal in Jurkat cells; PMA/ionomycin-induced NF-kB luciferase reporter, luminescence; inhibition, % at 4 µM; 330,000 compounds, 0.53% hits; AID 435003; in the data active = inhibition above about 50%
APJ antag: blocks the human apelin receptor APJ; P35414; CHO-K1 APJ beta-arrestin complementation, luminescence; inhibition, % at 20 µM; 330,000 compounds, 0.32% hits; AID 2521;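 active = inhibition above about 40% at 20 µM, limit read from the data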;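 note: cells challenged with 10 nM apelin-13 agonist together with compound; plate controls were apelin-13 plus DMSO wells for no effect and DMSO wells lacking apelin-13 for full effect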
Target sequence (P35414 whole entry, looked up): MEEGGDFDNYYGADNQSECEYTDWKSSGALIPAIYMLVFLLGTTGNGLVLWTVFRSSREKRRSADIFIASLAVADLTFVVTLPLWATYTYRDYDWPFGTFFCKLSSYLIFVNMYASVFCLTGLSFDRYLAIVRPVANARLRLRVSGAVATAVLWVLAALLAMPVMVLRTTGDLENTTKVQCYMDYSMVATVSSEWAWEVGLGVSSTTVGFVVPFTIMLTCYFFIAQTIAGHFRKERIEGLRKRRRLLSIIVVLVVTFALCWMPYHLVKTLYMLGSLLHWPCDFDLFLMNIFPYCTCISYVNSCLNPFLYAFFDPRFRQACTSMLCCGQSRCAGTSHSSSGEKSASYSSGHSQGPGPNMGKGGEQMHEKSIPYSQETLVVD
Gli-Sufu block: Gli-Sufu pathway antagonism; inhibition, % at 5 µM; Sufu-KO-LIGHT fibroblasts, Gli luciferase reporter luminescence; AID 588413; 340,000 compounds, 0.74% hits;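 active = inhibition above about 55%, limit read from the data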;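 note: 0% = DMSO-treated cells and 100% = wells with medium but no cells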
Starred values were filed as active, the others as inactive; . = not tested or not shown.

SMILES	UBC13 polyUb	697 NFkB inh	CCR6 antagonist	EBI2 antag	CXCR6 inh	Jurkat NFkB inh	APJ antag	Gli-Sufu block
Cc1c(CN2CCCC(C(=O)c3cccc(OC(C)C)c3)C2)c(=O)n(-c2ccccc2)n1C (centres undefined)	7	-9	25	3	6	2	-1	24
C=CCN1C(=O)CS/C1=N\S(=O)(=O)c1ccc(Cl)cc1	4	7	8	-3	-1	5	-1	-3
CS(=O)(=O)N(CC(=O)NC1CCCCC1)Cc1ccc(F)cc1	2	-1	5	1	-4	-12	-11	-11
O=C(NCc1ccccc1)c1ccc2c(=O)n3c(nc2c1)CCCCC3	2	-5	5	14	1	-10	12	12
COC(=O)c1ccc2[nH]c(CO)c(-c3ccccc3)c2c1	21	6	-14	8	-1	5	-7	-2
COc1ccc(C(=O)C2CCCN(Cc3ccc4nonc4c3)C2)c(C)c1 (centres undefined)	14	19	16	-2	4	-6	21	5
CCOC(=O)Cn1c(=O)oc2cc(S(=O)(=O)N3CCCc4ccccc43)ccc21	5	5	-4	-6	-4	11	-1	12
CCN(CC)S(=O)(=O)c1ccc(N2CC(C(=O)NCCC3=CCCCC3)CC2=O)cc1 (centres undefined)	-8	1	-1	-5	2	-1	-20	8
CCc1ccc(N2CC(C(=O)NC3CCCCC3C)CC2=O)cc1 (centres undefined)	-3	-4	13	16	-6	-5	2	-14
CNc1nc(N2CCc3ccccc32)ncc1F	3	-183	10	7	4	-90	9	-80
Cc1cccc(NC(=O)C(C)Sc2nc3nc(C)cc(C)n3n2)c1 (centres undefined)	5	-1	10	3	-3	3	7	-7
CC(C)(C)NC(=O)C(c1ccncc1)N(C(=O)Cn1nnc(-c2ccc(F)cc2)n1)c1ccc(F)cc1 (centres undefined)	4	11	-6	11	2	0	10	-1
Cc1ccc2nsnc2c1NC(=O)c1cncc(Br)c1	-4	19	-8	8	9	7	-11	1
NC(=O)COC(=O)c1cc(S(=O)(=O)N2CCN(c3ccccc3)CC2)ccc1Cl	-2	10	1	-2	0	14	15	6
COc1ccc(OC(C)C(=O)NC2CC(C)(C)NC(C)(C)C2)cc1 (centres undefined)	6	4	0	1	4	-4	2	-2
COc1ccc2c(c1)c(=O)oc1c(C)c(OCc3ccc(C(=O)O)cc3)ccc12	.	.	16	6	-2	.	.	14
Nc1nc(=S)c2ncn(C3OC(CO)C(O)C3O)c2[nH]1 (centres undefined)	.	.	-3	-8	-8	.	.	-8
COC(=O)c1ccc(CSc2nnc(NCc3ccccc3)s2)o1	-1	8	15	11	10	-1	6	3
CCc1ccc(NC(=O)CN(N=Nc2nonc2C)c2nonc2C)cc1	4	-1	6	2	7	5	-16	8
CCn1c(SCC(=O)NC(C)(C)C)nnc1-c1ccccn1	0	8	8	-5	-2	8	9	-1
COC(=O)c1[nH]c2ccc(Cl)cc2c1NC(=O)CN1CCc2cc(OC)c(OC)cc2C1	28	25	-24	-3	-7	19	7	2
O=C(Nc1ccccc1N1CCCCC1)c1ccc([N+](=O)[O-])o1	-3	-2	16	-8	-2	17	-55	3
C=CCn1c(SCC(=O)N2CC(=O)Nc3ccccc32)nc2scc(-c3ccccc3)c2c1=O	8	5	16	0	1	1	10	2
CCCCn1c(=O)c(CCC(=O)OCC(=O)NC(C)c2ccccc2)nc2ccccc21 (centres undefined)	-2	-9	23	-12	10	9	0	3
CC(=O)c1ccc(C(=O)N2CCc3c([nH]c4ccccc34)C2c2cccc(C)n2)s1 (centres undefined)	16	-8	8	-3	-7	6	0	-15
Following part:
SMILES	UBC13 polyUb	697 NFkB inh	CCR6 antagonist	EBI2 antag	CXCR6 inh	Jurkat NFkB inh	APJ antag	Gli-Sufu block
O=C(Cn1[nH]c(=O)c2ccccc2c1=O)NCCN1C(=O)S/C(=C\c2ccccc2)C1=O	-13	-3	7	-6	-7	1	19	14
Cc1ccc(/C=N/NC(=O)c2c[nH]c3ccccc23)s1	3	-113	-2	12	-6	-102	9	6
CC(=O)N1CCCc2cc(S(=O)(=O)N3CCCC(C(=O)NCc4ccc(C)cc4)C3)ccc21 (centres undefined)	3	-5	15	-2	-7	11	4	13
COC(=O)c1cc(C(=O)Nc2ccc(S(=O)(=O)NC(C)(C)C)cc2)cc([N+](=O)[O-])c1	-5	4	-9	-14	-1	-9	-21	-3
Cc1ccc2c(CSc3nnc4ccccn34)cc(=O)oc2c1C	-9	-8	4	2	-4	8	0	-7
CCC1=NN2C(=N)/C(=C/c3ccc(OS(=O)(=O)c4ccccc4)cc3)C(=O)N=C2S1	-8	6	12	-4	7	-2	24	-1
Cc1cccc(COc2ccc(/C=C3/C(=O)N(C)C(=S)N3C)cc2)c1	-2	19	12	3	-6	-1	10	-36
CC1CCCN(C(=O)CSCC(=O)N=c2sc3ccccc3n2C)C1 (centres undefined)	-8	15	3	2	0	-1	-2	1
O=Cc1cn(-c2ccccc2)nc1-c1cc2ccccc2oc1=O	19	25	-21	-4	0	12	-28	2
COc1cc2nc(CN3CCN(C(C)=O)CC3)[nH]c(=O)c2cc1OC	-8	7	-7	3	-3	0	8	7
CSc1nnc([C@@H]2CCCN2C(=O)OC(C)(C)C)o1	-8	17	0	-1	-3	2	6	-2
CCn1c(C)nc2cc(C(=O)NN=C(C)c3ccc(C#N)cc3)ccc21	-4	13	12	-15	0	-1	9	5
O=C(Nc1nnc(COc2ccc(Cl)cc2)s1)c1ccc([N+](=O)[O-])cc1	-14	15	7	2	5	-14	-10	6
CCOC(=O)N1CCC2(CC1)C(C#N)=C(N)Oc1c2sc2nc(C)cc(C)c12	-7	-41	2	1	0	-8	-7	15
CCOC(=O)N/N=C/c1cn(Cc2ccccc2Cl)c2ccccc12	11	8	14	10	10	13	3	4
COCCCOc1cc(NCc2ccccc2)c2ncn(C(C)C)c2c1	3	-18	9	-11	-11	-12	12	11
O=C1O[C@H](CO)[C@@H](O)[C@H](O)[C@H]1O	.	.	2	-6	-1	.	.	25
O=C(Nc1cccc(O)c1)C(Cc1ccccc1)N1C(=O)c2cccc3cccc(c23)C1=O (centres undefined)	-24	-12	24	21	12	-1	14	-4
CCN(CC(=O)NCc1cccs1)C(=O)c1ccc(NS(=O)(=O)c2ccc(F)cc2)cc1	-5	-6	7	-6	-4	-4	-30	1
Cc1ccccc1/C=N\NC(=O)c1csnn1	-2	-16	-9	0	3	-5	10	-16
COc1ccc(CC(=O)NCc2csc(-c3cccs3)n2)cc1OC	2	-15	-15	-2	-2	7	13	-3
C=CCON/C(CCC)=C1\C(=O)CC(C)(C)CC1=NC	0	-6	4	-6	-6	0	16	9
O=C(Nc1ccccn1)c1ccc2ccccc2n1	4	-72	10	-2	5	-113	12	-22
COCCOC(=O)c1c(C)oc2ccc(OC(=O)c3ccc4c(c3)OCO4)cc12	-5	-10	-10	7	-6	-8	1	6
CCN1CCN(Cc2ccc(NC(=O)c3ccc(C)c(NC(=O)c4csc(-c5ccncc5)n4)c3)cc2C(F)(F)F)CC1	24	4	34	8	-1	4	3	31

A few values from the list:
CC(=O)N1CCCc2cc(S(=O)(=O)N3CCCC(C(=O)NCc4ccc(C)cc4)C3)ccc21 (centres undefined) | Jurkat NFkB inh = 11
COc1ccc(CC(=O)NCc2csc(-c3cccs3)n2)cc1OC | 697 NFkB inh = -15
CSc1nnc([C@@H]2CCCN2C(=O)OC(C)(C)C)o1 | APJ antag = 6
Cc1ccccc1/C=N\NC(=O)c1csnn1 | UBC13 polyUb = -2
COc1ccc(C(=O)C2CCCN(Cc3ccc4nonc4c3)C2)c(C)c1 (centres undefined) | CXCR6 inh = 4

Remaining list, next part.
SMILES	UBC13 polyUb	697 NFkB inh	CCR6 antagonist	EBI2 antag	CXCR6 inh	Jurkat NFkB inh	APJ antag	Gli-Sufu block
COc1cccc(OCCCN2CCCCCC2)c1	4	4	-7	-9	0	-11	7	8
CC(=O)c1cccc(NC(=O)NNC(=O)c2ccc(Cl)cc2Cl)c1	5	-13	-1	-4	-3	1	5	-12
COc1ccc(C(=O)COC(=O)CCc2nc3ccccc3[nH]c2=O)cc1Br	2	-2	15	13	-2	-3	-4	1
Cc1ccc(SCC(=O)N2CCN(S(=O)(=O)c3cccs3)CC2)cc1	5	11	8	76*	-1	1	5	-5
CCOc1cc(/C=C2\N=C(C)OC2=O)cc(Br)c1OCC(=O)OC	2	-13	13	-13	-1	10	-2	0
O=C(Nc1nnc(-c2cc(Cl)ccc2Cl)o1)c1ccco1	-2	2	3	-11	-7	7	2	-18
COc1cc(NC(=S)Nc2ccccn2)c(OC)cc1Cl	8	-13	-1	-1	8	4	-4	-1
COc1ccc(S(=O)(=O)Nc2cc(C)on2)cc1	6	10	14	-7	6	8	15	-25
O=c1cc(-c2ccccc2)oc2ccc(Cl)cc12	.	.	7	10	5	.	.	-128
COc1ccc(S(=O)(=O)Nc2ccccc2C(=O)N2CCOCC2)cc1C	-1	-22	14	-3	-6	-15	12	-27
O=C(C[C@H]1C/C=C\CC[C@H](Cc2ccc(F)cc2)C(=O)OC[C@H]2CCCN2C1=O)NCCO	-5	2	1	0	2	-23	-7	-3
O=C(CCCN1C(=O)c2ccccc2C1=O)NCc1ccc(F)cc1	-2	-8	9	2	2	-4	9	-8
CC(C)c1cc(N=NC(N)=O)cc(C(C)C)c1O	-118	7	12	-9	9	2	-5	-21
COc1cc(/C=C/CN2CCC(Oc3ccc(C(=O)N4CCCC4)cc3)CC2)ccc1O	-6	-11	27	1	3	-12	-25	24
Cc1ccc(C=C2C(=O)c3ccccc3C2=O)o1	-5	-2	25	-1	14	-5	5	42
CC(C)(C)C1CCC(C(=O)NCCc2ccc(S(N)(=O)=O)cc2)CC1 (centres undefined)	2	3	14	-13	-9	-10	-8	-3
Cc1nn(Cc2cccc(F)c2)c(C)c1NC(=O)c1ccc(COc2ccccc2Cl)cc1	12	10	3	34	6	16	-2	30
Cc1onc(-c2ccccc2Cl)c1C(=O)N1CCCCC1	-13	7	14	-9	7	19	24	-5
FC(F)(F)Oc1ccc(Nc2nc(N3CCOCC3)nc(N3CCOCC3)n2)cc1	-2	-13	10	4	4	-2	7	-7
C=CCNC(=S)N1CCN(C2CCCCC2)CC1	4	29	-7	1	1	-5	-7	-2
CCSc1nnc(NC(=O)C(C)(C(F)(F)F)C(F)(F)F)s1	5	-21	-15	4	9	16	-2	13
NS(=O)(=O)c1ccc(CCNC(=O)CSc2ncnc3ccccc23)cc1	5	-9	10	-3	-7	4	21	-5
Clc1cccc(N2CCN(Cc3nnc(-c4ccccc4)o3)CC2)c1	-1	10	14	-6	-9	-1	6	-7
COc1cccc(NC(=O)CN(C)C(=O)c2ccc(NC(=O)CC3SC(N4CCCC4)=NC3=O)cc2)c1 (centres undefined)	.	.	-3	3	-2	.	.	4
O=C1N=C(N2CCCCC2)S/C1=C\c1cn[nH]c1-c1ccccc1	11	-32	-6	-2	-6	-47	-20	-16

Random excerpt: 2 entries already listed, in no set order.
SMILES	UBC13 polyUb	697 NFkB inh	CCR6 antagonist	EBI2 antag	CXCR6 inh	Jurkat NFkB inh	APJ antag	Gli-Sufu block
COC(=O)c1ccc(CSc2nnc(NCc3ccccc3)s2)o1	-1	8	15	11	10	-1	6	3
COc1ccc2c(c1)c(=O)oc1c(C)c(OCc3ccc(C(=O)O)cc3)ccc12	.	.	16	6	-2	.	.	14

Later entries.
SMILES	UBC13 polyUb	697 NFkB inh	CCR6 antagonist	EBI2 antag	CXCR6 inh	Jurkat NFkB inh	APJ antag	Gli-Sufu block
O=S1(=O)C=C(N2CCCCC2)c2ccccc21	3	8	-13	-3	-1	-5	-3	0
CCOC(=O)CNC(=S)N(CCCN1CCCCCC1)Cc1cccs1	4	-8	20	5	8	2	11	16
CN(C)c1ccc(C(=O)C(O)c2ccccc2)cc1 (centres undefined)	-7	-4	-30	4	6	-2	-3	-5
CCOc1ccc2c(c1)c1nc3ccccc3nc1n2C	.	.	16	13	6	.	.	3
COc1ccc(OC)c(-c2[nH]nc3c2C(c2ccco2)C(C#N)=C(N)O3)c1 (centres undefined)	-10	17	12	-14	-10	15	12	3
CC(C)(C)c1ccc(S(=O)(=O)N2CCN(Cc3cc4c(cc3O)OCO4)CC2)cc1	6	18	21	-8	-13	3	2	-2
CCOC(=O)NC(=O)/C(N=Nc1cc(C)cc(C)c1)=C(\C)O	-1	-16	-4	7	-1	9	6	40
O=C(Cc1ccccc1)N1CCN(c2ccc([N+](=O)[O-])cc2)CC1	-9	-23	7	-3	2	30	17	6
O=C(N/N=C/c1ccc(OCc2ccccc2)cc1)c1ccc(O)cc1	-9	-26	7	8	-7	-29	5	13
